Fam108B counter – Fam108B inhibition, counter-screen for RBBP9 inhibitors; AID 1947; inhibition, % at 9.51 µM; 300,000 tested, 0.33% active; recombinant Fam108B, FP-Rh probe fluorescence polarization;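 active = inhibition above the screen mean inhibition plus 3 SD, computed separately per campaign, cut at about 18% in these data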;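 note: inhibitors lower polarization as less probe binds the enzyme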
EBNA-1 inhibitor – blocks EBNA-1 binding to DNA. EBNA-1 DNA binding, fluorescence polarization. inhibition, % at 14.8 µM. 300,000 tested, 0.34% active. AID 1950; in the data active = inhibition above about 28%
MCL1-BIM inh – disrupts human MCL1 binding to BIM-BH3 peptide. Q07820. GST-MCL1 / FITC-Bim-BH3 fluorescence polarization. inhibition, % at 10.9 µM. 320,000 tested, 0.68% active;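 active = inhibition above the mean inhibition of all tested compounds plus 3 SD, set per campaign, cut at about 40% in these data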;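 note: 0% = DMSO wells and 100% = unlabeled Bim-BH3 peptide control; higher means more loss of mP so more displacement of Bim peptide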
Target sequence (Q07820 whole entry, looked up): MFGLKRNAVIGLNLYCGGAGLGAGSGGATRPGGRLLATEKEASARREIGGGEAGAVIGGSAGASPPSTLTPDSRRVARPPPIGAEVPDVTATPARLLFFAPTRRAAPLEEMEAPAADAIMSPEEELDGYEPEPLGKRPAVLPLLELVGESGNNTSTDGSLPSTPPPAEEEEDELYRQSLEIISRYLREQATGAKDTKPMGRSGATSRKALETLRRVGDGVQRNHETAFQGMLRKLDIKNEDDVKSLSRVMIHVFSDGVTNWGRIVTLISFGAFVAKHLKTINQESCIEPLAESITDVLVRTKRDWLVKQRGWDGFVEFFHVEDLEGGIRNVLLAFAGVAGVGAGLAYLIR
MEX-5 binding – C. elegans MEX-5 TCR-2 RNA binding activity. Q9XUB2. MEX-5/FITC-TCR2 RNA binding, fluorescence polarization; stronger effect = lower value. activity score (negative = inhibition of binding), % at 10 µM. 300,000 tested, 0.38% active. AID 1832;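 active = inhibition past about -25% in most replicates, and total fluorescence under double the plate's negative control median, limit read from the data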;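 note: 0% = DMSO and -100% = 5 µM competing unlabeled TCR2 RNA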
Target sequence (Q9XUB2 whole entry, looked up): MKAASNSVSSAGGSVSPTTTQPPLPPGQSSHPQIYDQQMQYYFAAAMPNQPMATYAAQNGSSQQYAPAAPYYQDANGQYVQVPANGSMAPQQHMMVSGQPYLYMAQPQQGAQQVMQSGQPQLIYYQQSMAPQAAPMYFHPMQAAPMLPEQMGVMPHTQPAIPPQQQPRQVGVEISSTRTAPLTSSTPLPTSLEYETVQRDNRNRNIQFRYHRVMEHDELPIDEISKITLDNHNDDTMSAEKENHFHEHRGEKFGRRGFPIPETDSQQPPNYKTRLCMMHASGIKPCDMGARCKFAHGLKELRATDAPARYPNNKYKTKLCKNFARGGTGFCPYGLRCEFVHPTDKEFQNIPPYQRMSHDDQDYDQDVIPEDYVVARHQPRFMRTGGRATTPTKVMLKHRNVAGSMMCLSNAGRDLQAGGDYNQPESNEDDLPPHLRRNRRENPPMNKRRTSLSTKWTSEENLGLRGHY
Efflux pump mplx – blocks antifungal efflux pumps in multiplex yeast assay; inhibition, % at 10 µM; S. cerevisiae Candida pump triplex, Nile Red efflux; 330,000 tested, 0.44% active;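 active = plate passing quality check with inhibition over a set limit, or well fluorescence over plate mean plus 4 SD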;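 note: Nile Red retained in pooled yeast measured as flow cytometry median fluorescence; 0% = buffer negative control and 100% = Enniatin B positive control; higher means more Nile Red kept so more efflux inhibition; some compounds called inactive have numbers as strong as hits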
Yeast superoxide – lowers age-related superoxide in aged yeast cells; S. cerevisiae aged cells, superoxide DHE fluorescence; stronger effect = lower value; superoxide response (% of plate mean), % at 10 µM; 330,000 tested, 0.18% active;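 active = superoxide response under a set limit, about three screen SD below normal, cut at about 65% in these data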;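 note: yeast aged for seven days with compound at 30 °C before DHE staining; 100% = average MFI of all compound-treated wells on the plate with controls excluded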
ZTA counter – ZTA (EBV) inhibition in EBNA-1 counter-screen; ZTA-DNA binding, fluorescence polarization; inhibition, % at 11 µM; 320,000 tested, 0.15% active; AID 2234; in the data active = inhibition above about 33%
Target sequence (P03206 whole entry, looked up): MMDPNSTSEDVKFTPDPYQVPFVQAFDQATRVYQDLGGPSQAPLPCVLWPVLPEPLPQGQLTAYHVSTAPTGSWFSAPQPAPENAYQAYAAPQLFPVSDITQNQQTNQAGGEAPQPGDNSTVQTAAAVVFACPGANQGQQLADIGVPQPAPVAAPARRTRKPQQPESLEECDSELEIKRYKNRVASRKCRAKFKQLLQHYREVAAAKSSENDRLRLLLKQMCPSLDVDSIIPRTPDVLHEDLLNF
GLD-1 TGE inh – GLD-1-TGE RNA interaction inhibition (C. elegans); purified GLD-1 + fluorescein TGE RNA, fluorescence polarization; inhibition, % at 5.96 µM; 320,000 tested, 0.44% active; AID 2280;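 active = percent inhibition above a per-plate cutoff, the plate mean of test compounds plus 3 SD, cut at about 30% in these data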;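 note: 0% = DMSO wells with GLD-1 and probe and 100% = wells lacking GLD-1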
Bcl-xL primary – inhibitors of human Bcl-xL | inhibition, % at 10.9 µM | 320,000 tested, 0.7% active | AID 2129 | Q07817 | GST-Bcl-xL / FITC-Bim BH3 peptide fluorescence polarization;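 active = inhibition above the mean of all tested compounds plus 3 SD, cutoff set per campaign, cut at about 30% in these data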;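 note: 0% = DMSO wells and 100% = unlabeled Bim-BH3 peptide competitor; inhibitors lower millipolarization by displacing the labeled peptide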
* hit, by the source's call; / = no result given.

Screens in order – Fam108B counter | EBNA-1 inhibitor | MCL1-BIM inh | MEX-5 binding | Efflux pump mplx | Yeast superoxide | ZTA counter | GLD-1 TGE inh | Bcl-xL primary
CCOc1cccc(-c2cc(=O)[nH][nH]2)c1
  -1 | -1 | -2 | -0.2 | 0.1 | 104 | -1 | 2 | 0
COc1cnc(-c2ccccn2)nc1Oc1c(C)cccc1C
  0 | 6 | -1 | -1.0 | -0.2 | 93 | 12 | 1 | -2
O=C(Nc1ccncc1)c1cc(-c2ccccn2)nc2ccccc12
  -1 | -4 | 2 | -1.8 | 0.0 | 119 | 12 | 9 | 0
CCN1C(=O)NC(c2ccccc2)C1=O (stereo not drawn)
  0 | 3 | -5 | / | 0.0 | 94 | 1 | 3 | 1
COc1ccc(NC(=O)CSc2n[nH]c(=O)n2Cc2ccccc2)cc1Cl
  -1 | -14 | -5 | -0.4 | 0.2 | 117 | 9 | 0 | -3
COc1cc(C(C(=O)NC2CCCCC2)N(C(=O)Cc2c[nH]c3ccccc23)c2ccc(C)cc2)cc(OC)c1OC (stereo not drawn)
  0 | -5 | -4 | -2.1 | 0.1 | 103 | 21 | 4 | 1
COCc1ccc(C(=O)N2CCCC(C(=O)c3cccc(C(F)(F)F)c3)C2)o1 (stereo not drawn)
  -2 | -10 | 3 | -2.4 | 0.0 | 101 | 3 | 3 | 7
CCOCCCn1c(=N)c(S(=O)(=O)c2ccc(C)cc2)cc2c(=O)n3cc(C)ccc3nc21
  9 | 2 | 1 | -1.8 | 1.2* | 111 | -2 | 5 | 3
CCn1nc(C)c(CNC(=O)C2CCC(=O)N(Cc3ccc(Cl)cc3)C2)c1C (stereo not drawn)
  1 | -1 | -4 | -0.3 | 0.1 | 109 | 2 | -4 | 2
CC(C)CNC(=O)c1ccccc1NC(=O)CSCc1ccccc1
  -5 | 1 | 0 | 3.3 | 0.1 | 95 | -3 | 1 | 1
O=C1CSC(=S)N1/N=C/c1cccnc1
  3 | -1 | 7 | -17 | -0.1 | 100 | -10 | 1 | 7
CCC(C)[C@H](NC(=O)[C@@H]1CSC2c3ccccc3C(=O)N21)C(=O)NCc1ccco1 (stereo partly drawn)
  -1 | -4 | 9 | 3.8 | 0.0 | 80 | -2 | 7 | 11
Cc1ccsc1C(=O)NC(C)c1ccccc1 (stereo not drawn)
  5 | -8 | 5 | 0.9 | -0.1 | 82 | -2 | 3 | 4
CCCC(C(=O)Nc1ccncc1)c1ccccc1 (stereo not drawn)
  2 | 3 | -9 | 0.9 | 0.7 | 104 | 6 | -11 | 0
CC(=O)C(C)Oc1ccc2c3c(c(=O)oc2c1C)CCCC3 (stereo not drawn)
  -5 | -6 | 6 | 1.0 | 0.1 | 94 | -10 | 0 | 10
Cc1cc(C)c(OCC(=O)N/N=C/c2ccc3c(c2)OCO3)c(C)c1
  3 | 5 | 2 | 0.1 | 0.1 | 105 | 4 | 5 | 0
COc1ccccc1NC(=O)C(C)OC(=O)Cn1cnc2c1c(=O)n(C)c(=O)n2C (stereo not drawn)
  -2 | -3 | -2 | 0.7 | 0.0 | 91 | -11 | 5 | 4
Cc1ccc(S(=O)(=O)N2CCN(C(=O)CCC(=O)NCc3cccc(C(F)(F)F)c3)CC2)cc1
  3 | 1 | 7 | 0.9 | 0.0 | 104 | -8 | 4 | 1
Cc1ccc(CNC(=O)c2ccccc2NC(=O)CN2CC(C)OC(C)C2)cc1 (stereo not drawn)
  1 | 4 | 4 | -0.2 | 0.1 | 108 | -8 | -2 | 3
CC1(C)OC(C(=O)NC2CCCCC2)C(C(=O)NC2CCCCC2)O1 (stereo not drawn)
  3 | -5 | -1 | 1.1 | 0.2 | 135 | 0 | -2 | 2
O=C(CN1CCCCC1)NCC(=O)Nc1ccc(F)c(F)c1F
  / | / | -1 | / | 0.1 | 102 | -14 | 1 | 0
Cc1ccc([N+](=O)[O-])cc1N(CC(=O)NC1CCCC1)S(C)(=O)=O
  -4 | -13 | 5 | 1.5 | 0.0 | 121 | -23 | 5 | 5
COc1ccc(NC(=O)c2cc(-c3ccco3)on2)cc1
  -7 | -9 | -18 | -1.5 | 0.0 | 104 | 6 | -11 | -9
CCc1ccc(NC(=O)COC(=O)/C(=C/c2ccccc2OC)c2ccccc2)cc1
  -19 | 4 | -9 | -2.3 | -0.1 | 74 | 3 | -1 | 1
CSc1nc2sc3c(c2c(=O)n1C)CCC(C)C3 (stereo not drawn)
  5 | 3 | 2 | 1.1 | 0.0 | 99 | 2 | 6 | -2
COc1ccc(Nc2ccc(OC)cc2)cc1
  6 | 3 | 16 | -4.2 | 0.1 | 79 | 5 | 11 | 19
CC(=O)Nc1nc2cc3c(cc2s1)OCCO3
  -1 | -6 | -5 | 3.7 | 0.1 | 108 | -1 | 7 | 3
C#CCOCCOCCOCCNc1nc(N2CCOCC2)nc(N2CCN(C(=O)CCCCCCCCCCNC(=O)[C@H]([C@@H](C)CC)n3cc(CCCCN=C(N)N)nn3)CC2)n1
  2 | 3 | -1 | / | 1.0 | 98 | 6 | -3 | 2
COCc1c(C(=O)NC2CCCCCC2)oc2ccccc12
  3 | 7 | -2 | -2.0 | -0.1 | 87 | 4 | 2 | -8
C=CCn1c(C(C)NC(=O)c2ccccc2)n[nH]c1=S (stereo not drawn)
  -2 | -3 | -2 | -0.7 | 0.3 | 94 | 7 | 0 | -7
CNC(=S)NNC(=O)c1cccn(Cc2cccc(Cl)c2)c1=O
  -2 | 6 | 2 | 0.1 | 0.2 | 99 | 1 | 4 | -4
Cc1ccccc1C(=O)N1CCN(c2ccc(NC(=O)c3cccnc3)cc2)CC1
  3 | 5 | 5 | 1.6 | -0.1 | 98 | -9 | -4 | 3
COc1ccccc1CNC(=O)c1cccc2c1C(=O)N(Cc1cccnc1)C2
  0 | -8 | 4 | 2.0 | 0.1 | 93 | -1 | 14 | 3
CCOC(=O)n1cc(C(=O)c2ccccc2O)cn1
  -1 | 9 | 7 | -1.6 | 0.0 | 97 | 0 | 13 | 11
COc1ccc(C(=O)/C=C/Nc2ccc(NC(C)=O)cc2)cc1OC
  2 | 6 | 12 | -4.6 | -0.2 | 95 | 1 | -4 | 5
COC(=O)c1[nH]c(C)c(/C(O)=C2\C(=O)C(=O)N(CCN3CCOCC3)C2c2cccs2)c1C (stereo not drawn)
  2 | -4 | -6 | -0.6 | 0.0 | 114 | -7 | -1 | 2
O=C(NC1CCCC1)C(c1ccc(Cl)cc1)N(C(=O)c1csnn1)C1CC1 (stereo not drawn)
  -4 | -4 | -5 | 0.5 | -0.1 | 99 | -18 | 4 | 5
N#CCCSc1nc(N2CCOCC2)c2c(c1C#N)CCCC2
  0 | -12 | 0 | 0.8 | -0.1 | 106 | 0 | 3 | 3
COc1ccc(C(=O)Nc2ccccc2C(=O)N2CCCCCC2)cc1
  -3 | -3 | -4 | -1.6 | 0.1 | 117 | -10 | -1 | 2
COc1ccccc1Oc1ccc2c(c1)C(=O)N(c1cccc(O)c1)C2=O
  -4 | -4 | 5 | 0.6 | -0.1 | 102 | 0 | 2 | 4

Some of these compounds in order of their number in Efflux pump mplx, largest number first:
canonical_smiles,Efflux pump mplx
CC(=O)Nc1nc2cc3c(cc2s1)OCCO3,0.1
Cc1ccc([N+](=O)[O-])cc1N(CC(=O)NC1CCCC1)S(C)(=O)=O,0.0
CCc1ccc(NC(=O)COC(=O)/C(=C/c2ccccc2OC)c2ccccc2)cc1,-0.1

(next part)
Screens in order – Fam108B counter | EBNA-1 inhibitor | MCL1-BIM inh | MEX-5 binding | Efflux pump mplx | Yeast superoxide | ZTA counter | GLD-1 TGE inh | Bcl-xL primary
Cc1ccc(C(C)C)c(OCc2ccc(C(=O)N/N=C/c3ccc(C(=O)O)cc3)cc2)c1
  -46 | -3 | -3 | -4.0 | 0.3 | 106 | 4 | -2 | 0
Cc1ccc(C)c(NC2=NC3(CCCCC3)N=C(N)N2)c1
  0 | 0 | 7 | 1.1 | 0.1 | 99 | 3 | 2 | 1
COc1ccccc1N(CC(=O)NCc1cccnc1)S(C)(=O)=O
  -1 | 3 | -2 | 1.2 | -0.1 | 91 | -12 | -8 | -2
CN(Cc1nnc(SCC(=O)NCCc2ccccc2)n1C)S(=O)(=O)c1ccccc1
  -2 | 9 | -1 | -0.9 | 0.0 | 97 | 7 | 5 | 1
CC(=O)/C(N=Nc1cc2c(cc1[N+](=O)[O-])OCCO2)=C(\C)O
  1 | 0 | 3 | 0.6 | 0.0 | 85 | -8 | 6 | 4
Cc1cc(C(=O)OC(C)C(=O)Nc2nc(-c3ccccc3)cs2)c(C)o1 (stereo not drawn)
  -12 | -7 | 2 | 1.5 | -0.2 | 97 | -10 | -3 | 0
CC(C)CCNC(=O)c1ccc(C2SCC(=O)N2Cc2ccco2)cc1 (stereo not drawn)
  5 | -7 | 6 | -0.6 | -0.1 | 84 | -8 | 2 | 2
COc1ccc(C(=O)Nc2ccc(S(=O)(=O)Nc3cnc4ccccc4n3)cc2)cc1
  0 | -3 | 4 | 3.4 | 0.1 | 108 | 21 | 4 | 2
Cc1cc(NS(=O)(=O)c2ccc(NC(=O)C(F)(F)F)cc2)nc(C)n1
  3 | -15 | -3 | 0.3 | 0.2 | 95 | -10 | -6 | -4
O=C(NCC1CCN(Cc2ccccc2F)CC1)Nc1cc(F)ccc1F
  -2 | 3 | 2 | 3.8 | 0.1 | 93 | -3 | -4 | 5
COc1cc(CNc2ccc3[nH]c(=O)[nH]c3c2)ccc1OCc1ccccc1
  5 | -2 | 11 | -1.3 | 0.1 | 91 | 3 | 2 | 5
COc1ccc([N+](=O)[O-])cc1N(CC(=O)NCC1CCCO1)S(C)(=O)=O (stereo not drawn)
  2 | 4 | -8 | -0.6 | 0.0 | 106 | -4 | -8 | -5
CCOC(=O)c1c(C)n(C)c2cc([N+](=O)[O-])c(O)c([N+](=O)[O-])c12
  -4 | 0 | 0 | -1.2 | -0.1 | 94 | -15 | 3 | 6
Cc1ccc(CN=C2Nc3ccccc3CS2)cc1
  -2 | 6 | -1 | 0.6 | -0.2 | 100 | 2 | 6 | 1
COc1cc(-c2nc(CN(C)Cc3nnc(C)o3)c(C)o2)ccc1F
  -6 | 11 | 0 | 0.0 | 0.0 | 96 | 7 | 7 | 5
Cc1ccc2c(c1)c1c3n2CCN=C3CCC1
  -1 | -4 | 15 | -0.9 | -0.2 | 102 | 4 | 3 | 11
CCc1noc(C)c1C(=O)Nc1nc(-c2ccc(Cl)cc2Cl)cs1
  -4 | -9 | -3 | 0.6 | -0.9 | 98 | 6 | -2 | 1
COc1ccc(Br)cc1C(=O)N/N=C/c1ccc([N+](=O)[O-])cc1
  -1 | -17 | 6 | 1.1 | 0.3 | 102 | 4 | -1 | -1
CC1(C)CC(NCc2cccc([N+](=O)[O-])c2)CC(C)(C)N1
  9 | 7 | 3 | 4.5 | -0.2 | 62* | -8 | -4 | 7
C#CCSC1=C(C#N)C(c2cccs2)C(C(=O)OCC)=C(C)N1 (stereo not drawn)
  0 | -4 | 2 | -3.9 | 0.1 | 96 | -2 | 1 | -2

Marked active in Efflux pump mplx (from the list above):
SMILES,EBNA-1 inhibitor,MCL1-BIM inh,MEX-5 binding,Efflux pump mplx,GLD-1 TGE inh,Bcl-xL primary
CCOCCCn1c(=N)c(S(=O)(=O)c2ccc(C)cc2)cc2c(=O)n3cc(C)ccc3nc21,2,1,-1.8,1.2*,5,3

Assay outcomes: PubChem, several laboratories
